TCR-CD3 inh: inhibitors of human TCR-CD3 interaction, primary screen, biochemical, fluorescence, TAMRA-labeled TCR probe; inhibition, % at 9.4 µM; actives 0.37% (n = 360,000); in the data active means inhibition above about 19%;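 further: recombinant mutant TCR 2C K166C tagged with TAMRA read by polarization; 0% = receptor in buffer alone and 100% = receptor with positive control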
PRMT1 FP inh: PRMT1 methyltransferase inhibitors, primary screen, biochemical, fluorescence polarization | inhibition, % at 2.79 µM | recombinant PRMT1, activity-based probe fluorescence polarization | actives 1.3% (n = 370,000) | AID 652257, 2013;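 active means inhibition above about 21% made by adding two undisclosed values, limit read from the data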
TDP2 inh: human TDP2 enzyme inhibitors, primary screen, biochemical, epi absorbance, recombinant enzyme. Tyrosyl-DNA phosphodiesterase 2 (Homo sapiens), O95551. T5PNP hydrolysis, p-nitrophenol absorbance 415 nm. inhibition, % at 12.8 µM. actives 0.34% (n = 370,000). AID 720702, 2013;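 active means inhibition above the mean of all tested compounds plus 3 SD, set per campaign, cut at about 25% in these data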;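 further: 0% = DMSO with enzyme and 100% = buffer with substrate but no TDP2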
Target sequence (O95551 whole entry, looked up): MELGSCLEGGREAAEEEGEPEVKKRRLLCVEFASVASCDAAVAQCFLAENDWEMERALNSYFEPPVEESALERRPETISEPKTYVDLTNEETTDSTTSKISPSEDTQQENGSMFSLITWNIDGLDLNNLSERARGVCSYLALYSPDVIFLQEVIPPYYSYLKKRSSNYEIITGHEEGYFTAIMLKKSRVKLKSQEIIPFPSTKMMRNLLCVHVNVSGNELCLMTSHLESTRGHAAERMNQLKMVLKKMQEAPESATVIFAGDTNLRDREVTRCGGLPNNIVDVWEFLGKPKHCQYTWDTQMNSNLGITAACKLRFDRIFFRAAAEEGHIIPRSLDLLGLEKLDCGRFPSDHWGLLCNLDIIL
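System – recombinant human TDP2 · Quantity – TDP2 enzyme at 120 nM final · Doses – single concentration, 12.8 µM nominal, with 1% DMSO · Incubation – 2 h at 37 °C · Measured by – epi absorbance of p-nitrophenol freed from T5PNP by hydrolysis · Read-out – % inhibition relative to enzyme-containing and enzyme-free wells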
DDE Tn6 FP inh: inhibitors of Tn6 peptide binding to fibrin DD(E), primary screen, biochemical, fluorescence polarization, human fibrin, Tn6 probe; Fibrin DD(E) TRITC-Tn6 fluorescence polarization displacement; actives 0.21% (n = 370,000); AID 720509, 2013; inhibition, % at 8.3 µM; Fibrinogen beta chain (Homo sapiens), P02675;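 active means inhibition above a per-campaign cutoff: mean of compounds within control limits plus 3 SD, cut at about 15% in these data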;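 further: 0% = median of all compound wells on the plate and 100% = blocking peptide control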
DDE Tn7 FP inh: inhibitors of Tn7 peptide binding to fibrin DD(E), primary screen, biochemical, fluorescence polarization, human fibrin, Tn7 probe; Fibrinogen beta chain (Homo sapiens), P02675; FP displacement of FITC-Tn7 peptide from fibrin DD(E); 0% = median of compound wells per plate; inhibition, % at 8.3 µM; actives 0.13% (n = 370,000); AID 720508, 2013;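 active means inhibition above the mean of compounds falling within the control limits plus 3 SD of them, cut at about 14% in these data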;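 further: 0% = plate median of compound wells and 100% = 10 µM Aha-Tn7 peptide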
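Also added: labelled Tn7 tracer, 0.1 µM; Assay system: human fibrin DD(E) protein; Amount: 2 µM fibrin DD(E); Schedule: 10 min compound pre-incubation, 3 h probe incubation at room temperature; Repeats: one replicate per compound; Read-out basis: percent inhibition; Measured by: fluorescence polarization of the labelled Tn7 tracer.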
UHRF1 MBD2 ctr: UHRF1 methylated DNA binding inhibitors, primary screen, counter-screen for MBD2 inhibitor project, biochemical, TR-FRET, human UHRF1, single concentration; E3 ubiquitin-protein ligase UHRF1 (Homo sapiens), Q96T88; actives 0.75% (n = 370,000); inhibition, % at 4.4 µM; UHRF1 binding to methylated oligo; AID 687016, 2013; in the data active means inhibition above about 21%;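 further: UHRF1 SRA domain binding a hemimethylated CpG hairpin DNA probe; 0% = median of test compound wells and 100% = reference inhibitor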
SIAE primary: human SIAE inhibitors, primary screen, biochemical, fluorescence polarization, FP-Rh probe, 1536-well HTS; Sialate O-acetylesterase (Homo sapiens), Q9HAT2; inhibition, % at 9.66 µM; SIAE FP-Rh probe binding; actives 0.69% (n = 370,000);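 active means inhibition above a cutoff: mean of compounds within the control limits plus 3 SD of those, cut at about 17% in these data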;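 further: 0% = plate median of compound wells and 100% = probe without SIAE protein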
LEDGF integ inh: blockers of LEDGF/p75-dependent integrase strand transfer – biochemical, TR-FRET, high throughput, primary screen | HIV-1 integrase (with human LEDGF/p75) | TR-FRET IN-LEDGF/p75 DNA integration, Eu/Cy5 | inhibition, % at 3.7 µM | actives 0.64% (n = 370,000);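 active means inhibition above the screen-wide mean plus 3 SD, cut at about 13% in these data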;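 further: signal is the Cy5 over europium emission ratio at 671 and 618 nm; 0% = plate median of compound wells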
KLK7 zymogen act: proKLK7 zymogen activators, primary screen, biochemical, fluorescence intensity. Kallikrein-7 (Homo sapiens), P49862. purified proKLK7, EDANS-DABCYL substrate fluorescence; 100% is mature enzyme control, 0% vehicle. activation, % at 7 µM. actives 0.9% (n = 370,000). AID 652039, 2013;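 active means activation above the mean of all tested compounds plus 3 SD, computed per campaign excluding outliers beyond control limits, cut at about 13% in these data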
Target sequence (P49862 whole entry, looked up): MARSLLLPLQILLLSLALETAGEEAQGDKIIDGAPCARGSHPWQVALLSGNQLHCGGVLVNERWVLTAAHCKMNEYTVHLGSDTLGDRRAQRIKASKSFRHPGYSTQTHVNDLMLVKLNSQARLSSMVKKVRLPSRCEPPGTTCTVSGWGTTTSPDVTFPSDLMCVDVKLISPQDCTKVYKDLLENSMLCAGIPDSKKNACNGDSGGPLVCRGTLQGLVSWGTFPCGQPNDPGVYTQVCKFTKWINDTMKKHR
MBD2 DNA inh: inhibitors of MBD2 binding to methylated DNA, primary screen, biochemical, TR-FRET, DNA-binding domain, human; inhibition, % at 4.4 µM; MBD2 binding to methylated oligonucleotide; Methyl-CpG-binding domain protein 2 (Homo sapiens), Q9UBB5; AID 686964, 2013; actives 0.31% (n = 370,000); in the data active means inhibition above about 13%
Target sequence (Q9UBB5 whole entry, looked up, the tested form may be a part): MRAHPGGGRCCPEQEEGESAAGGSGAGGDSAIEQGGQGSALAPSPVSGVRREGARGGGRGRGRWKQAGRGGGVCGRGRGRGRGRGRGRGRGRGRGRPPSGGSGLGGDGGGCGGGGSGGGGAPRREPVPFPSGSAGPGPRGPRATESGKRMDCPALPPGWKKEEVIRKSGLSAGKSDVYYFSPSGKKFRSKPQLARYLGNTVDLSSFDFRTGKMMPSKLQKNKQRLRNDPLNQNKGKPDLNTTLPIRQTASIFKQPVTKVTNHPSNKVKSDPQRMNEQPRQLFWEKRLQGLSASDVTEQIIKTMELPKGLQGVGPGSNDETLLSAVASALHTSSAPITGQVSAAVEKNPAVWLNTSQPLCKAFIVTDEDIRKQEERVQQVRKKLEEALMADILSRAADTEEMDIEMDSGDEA
Active calls of the source: *; / = no result given; & = joins results of further samples.

SMILES | TCR-CD3 inh | PRMT1 FP inh | TDP2 inh | DDE Tn6 FP inh | DDE Tn7 FP inh | UHRF1 MBD2 ctr | SIAE primary | LEDGF integ inh | KLK7 zymogen act | MBD2 DNA inh
CC(C)(C)OC(=O)CNC(=O)c1[nH]cnc1C(=O)NC1CCNCC1 | 1 | 5 | 13 | 4 | 0 | 1 | -7 | -5 | -1.1 | 3
c1ccc(-c2cn3c4c(sc3n2)CCCC4)cc1 | -9&-5 | 0&5 | -2&-11 | 2&-12 | -6&-1 | 4&1 | 6&3 | 3&1 | -0.7&-0.5 | 2&3
CC1CCN(CCc2nc3cc(NC(=O)C(C)C)ccc3n2C)CC1 | 0 | 0 | 12 | 8 | 5 | 0 | 0 | -4 | 0.9 | -5
CN(C)Cc1nc2ccccc2c(=O)n1CC(=O)Nc1cccc(S(=O)(=O)N2CCOCC2)c1 | 1 | -1 | -3 | 0 | -4 | 2 | -1 | 1 | -0.4 | 3
CC1(C)CC(=O)C(=CN2CCOCC2)C(=O)C1 | 6 | 1 | 5 | -6 | 0 | 7 | -1 | 1 | 0.1 | 5
CCCCN(C)CCCNC(=O)C1(O)c2ccccc2NC(=O)N1c1ccc(Cl)cc1 (stereo not given) | -3 | -5 | -29 | -5 | -6 | 3 | -14 | 6 | 0.0 | 1
Oc1c(Br)cccc1/C=N/c1ncn[nH]1 | -5 | 3 | 7 | 6 | 2 | -2 | -5 | -2 | -0.8 | -1
CC(=O)NCCOc1c(C)cc(S(N)(=O)=O)cc1C | -16 | 1 | -5 | 8 | 3 | -1 | 0 | 2 | -0.6 | 0
CCOc1ccccc1N(CC(=O)O)S(=O)(=O)c1ccccc1 | -6 | -2 | -2 | -6 | -3 | 4 | 4 | 0 | -0.1 | 3
Cc1ccc(-n2cccc2/C=C2/C(=N)N3C(=NC2=O)SN=C3S(C)(=O)=O)cc1Cl | -14 | 9 | -22 | -20 | -8 | 6 | / | 9 | 2.1 | -1
COc1cc(C(=O)N2CCN(c3cccc(C(F)(F)F)c3)CC2)ccc1OCC(=O)N1CCOCC1 | 4 | -2 | 8 | 2 | -2 | 6 | 1 | 0 | -0.4 | 0
N#Cc1ccc(NCCCN2CCC(C(O)(c3ccccc3)c3ccccc3)CC2)cc1 | / | 2 | 1 | 12 | -1 | 1 | 2 | 2 | 0.9 | -5
CCCOC(=O)Nc1c(C)cccc1C(C)C | 2 | 2 | 4 | -3 | 8 | 1 | -5 | -6 | -1.1 | 1
CC(C)C(NC(=O)c1ccc2c(c1)OCO2)C(=O)N/N=C/c1cccs1 (stereo not given) | 11 | 0 | -7 | -1 | 11 | -1 | 3 | 0 | -0.3 | -3
O=C(Cc1ccc(Cl)cc1Cl)Nc1ccncc1 | 4 | -1 | -2 | 0 | 4 | 6 | -3 | -2 | 0.5 | 1
CC(NC(=O)C1CCCC1)C1CC2CCC1C2 (stereo not given) | 1 | 1 | 6 | -3 | 0 | -2 | 3 | 0 | 0.3 | -2
COc1cccc(CNC(=O)c2ccc(CS(=O)Cc3ccccc3Cl)o2)c1 (stereo not given) | -9 | -2 | -7 | -1 | -8 | 1 | -1 | 1 | 0.2 | 2
COc1ccc(S(=O)(=O)N(C)C[C@@H]2OCCCC[C@H](C)Oc3ccc(NC(=O)Nc4ccc(C(F)(F)F)cc4)cc3C(=O)N([C@H](C)CO)C[C@H]2C)cc1 | 1 | -4 | 16 | -8 | -4 | 2 | -101 | 6 | 0.0 | -3
CC(NS(=O)(=O)CCNC(=O)c1ccccc1)c1ccccc1 (stereo not given) | 2 | 2 | -8 | 5 | 0 | -3 | -1 | -2 | 0.1 | 0
CC(=O)c1cccc(CN2CCC(n3nccc3NC(=O)CCCc3ccccc3)CC2)c1 | 0 | 2 | -4 | -5 | 1 | 1 | -7 | -2 | 0.2 | 3
Cc1nnc(SCC(=O)N2CCCC2)n(N)c1=O | 12 | -5 | -6 | -2 | -2 | 1 | -3 | 7 | -0.1 | 1
CCOC(=O)c1c(C)noc1-c1ccco1 | 6 | -4 | -2 | 6 | -6 | -2 | 4 | 1 | 0.5 | 2
S=C(Nc1ccc2c(c1)OCCO2)Nc1ccccc1Cl | -1 | -1 | 5 | -1 | -4 | 4 | 5 | 0 | -0.5 | -5
CCc1nc2ccc(C(=O)Nc3cccc(OC)c3)cn2c1N(CC)CCOC | 1 | -2 | -13 | -8 | 0 | 0 | 2 | 2 | -0.1 | 0
Cc1c(NC(=O)CSc2ccccc2Cl)c(=O)n(-c2ccccc2)n1C | 0 | -2 | 7 | 3 | 5 | -3 | 4 | 4 | 0.8 | 4
COc1ccc(Cl)cc1NC(=O)CSc1nnc(CNC(=O)c2ccco2)o1 | 1 | 0 | -4 | 11 | -2 | 22* | -1 | -4 | -0.4 | 0
COc1cc2c(cc1OC)C(C(=O)O)C(c1ccc3c(c1)OCO3)N(C)C2=O (stereo not given) | 7 | -3 | -3 | -3 | -4 | 1 | 2 | 7 | 0.0 | 1
Cc1ccc2[nH]c(=O)c(COC(=O)C3CCCO3)cc2c1 (stereo not given) | -6 | 3 | 6 | -9 | -10 | -2 | 4 | 1 | 0.1 | 2
CCc1c(C)nc2ncnn2c1N1CCCC(C(=O)Nc2ccc(NC(C)=O)cc2)C1 (stereo not given) | 2 | -3 | 3 | 0 | -1 | -2 | 5 | -2 | 0.0 | -4
CCOC(=O)c1ccc(N=c2ssnc2Cl)cc1 | 0 | 78* | -2 | 5 | -4 | -3 | 8 | 2 | -0.3 | -1
O=C(CNC(=O)c1cccs1)Nc1ccc2c(c1)OCCO2 | -7 | 7 | 11 | 2 | 2 | 0 | -2 | -1 | -0.2 | 0
CC(C)CN1C(=O)C(=O)N(CC(=O)NC(C)CCc2ccccc2)C1=O (stereo not given) | 2 | -3 | 19 | -5 | -4 | -2 | 5 | 4 | 0.5 | -4
COc1ccc(NC2CCCN(C(=O)c3cccc(C(F)(F)F)c3)C2)cc1OC (stereo not given) | 0 | 1 | -9 | -1 | 1 | 1 | 15 | 0 | -0.3 | -3
O=C(N/N=C/c1cccnc1)c1ccccc1Br | -2 | 0 | -9 | 5 | -5 | -2 | 5 | 6 | 0.6 | -4
COCC(=O)OC/C(O)=C(\C#N)c1nc2ccccc2[nH]1 | -1 | 0 | 10 | -9 | 3 | -2 | 5 | -1 | -0.8 | -7
COc1ccc(C2CC(C(F)(F)F)n3ncc(C(=O)NCc4cccnc4)c3N2)cc1OC (stereo not given) | -12 | 1 | 1 | 3 | 6 | 7 | 8 | -1 | 1.1 | -2
OC1(c2cccc(C(F)(F)F)c2)CCN(CCN2CCCCC2)CC1 | -9 | -4 | -19 | -3 | 5 | 0 | 7 | 5 | -0.1 | -7
COc1cccc(/C=N/NC(=O)c2ccc(=O)[nH]n2)c1O | -7 | 7 | -6 | 2 | -5 | 1 | 4 | -6 | 0.0 | 4
COc1ccc(-c2n[nH]c(C)c2-c2cscn2)c(O)c1 | 3 | 1 | 12 | -1 | 6 | 0 | 9 | -4 | -0.6 | 2
Cc1cccc(OCC(=O)OCC(=O)N2CCN(C(=O)c3ccco3)CC2)c1C | 1 | 1 | -1 | 7 | 0 | 1 | 0 | 0 | -0.1 | -3
COc1ccc(NC(=O)C2CCC(C(C)(C)C)CC2)cc1S(=O)(=O)N1CCOCC1 (stereo not given) | -9 | 3 | 3 | 2 | 4 | -4 | 11 | -2 | -0.1 | -7
C/C(=N/NC(=O)CNC(=O)COc1cccc(C)c1)c1ccco1 | -7 | -3 | -20 | 0 | -8 | 4 | 7 | 3 | 0.2 | 0
c1ccc(-c2ccc(-c3ccncn3)cc2)cc1 | -4 | 0 | -3 | 3 | 0 | -1 | -7 | 0 | 2.3 | -1
CCOc1ccc(NC(=O)CSc2nncc(=O)n2N)cc1 | -2 | 34* | 0 | -8 | -3 | -5 | 7 | -2 | -0.2 | 7
CCOC(=O)c1ccc(NC(=O)Nc2ccc3c(c2)OCCO3)cc1 | -7 | 2 | -6 | -12 | -1 | 0 | 9 | -4 | -0.3 | 1
CCn1c(Cn2nnc(-c3ccccc3)n2)nnc1SCC(=O)Nc1ccccc1 | 10 | 1 | -3 | 9 | -3 | 0 | 0 | -2 | 0.0 | 2
CCn1c(=NC(=O)c2ccc(S(=O)(=O)N3CCOCC3)cc2)sc2cccc(OC)c21 | 0 | 1 | 6 | -3 | 7 | 0 | 0 | -2 | -0.5 | -6
COc1ccc(CN2CCN(Cc3cccn3-c3ncccn3)CC2CCO)c(C)c1C (stereo not given) | 2 | -5 | -2 | 6 | -1 | 0 | -2 | 1 | -0.5 | 3
CC(C)[C@H](NC(=O)CCn1nnc2ccccc2c1=O)C(=O)O | -2 | 1 | -10 | 2 | -4 | 3 | -2 | 0 | -0.3 | -3
CC(=O)N(Cc1ccccn1)Cc1ccco1 | -5 | -3 | 3 | -2 | -2 | -3 | -3 | 2 | -0.1 | 1
CCOC(=O)c1[nH]c2ccccc2c1NC(=O)C1CCCC1 | -11 | 4 | 1 | -1 | -2 | 2 | -1 | -2 | -1.0 | 1
O=C(Nc1ccc(Cl)c(Cl)c1)Nc1ccon1 | 5 | 1 | -4 | -5 | -12 | 2 | -32 | 3 | 0.8 | -1
O=[N+]([O-])c1ccc(N2CCCC2)cc1NC(c1ccccc1)c1ccccc1 | -1 | 3 | -5 | 1 | -5 | 1 | 5 | 2 | 0.1 | 4

Part of the list above in order of count of non-hydrogen atoms, smallest number first:
SMILES | TCR-CD3 inh | PRMT1 FP inh | TDP2 inh | DDE Tn6 FP inh | DDE Tn7 FP inh | UHRF1 MBD2 ctr | SIAE primary | LEDGF integ inh | KLK7 zymogen act | MBD2 DNA inh
O=C(Nc1ccc(Cl)c(Cl)c1)Nc1ccon1 | 5 | 1 | -4 | -5 | -12 | 2 | -32 | 3 | 0.8 | -1
CCOC(=O)c1[nH]c2ccccc2c1NC(=O)C1CCCC1 | -11 | 4 | 1 | -1 | -2 | 2 | -1 | -2 | -1.0 | 1
COc1ccc(CN2CCN(Cc3cccn3-c3ncccn3)CC2CCO)c(C)c1C (stereo not given) | 2 | -5 | -2 | 6 | -1 | 0 | -2 | 1 | -0.5 | 3

Screens: PubChem BioAssay, The Scripps Research Institute Molecular Screening Center
